Screens as filed in PubChem BioAssay.
FBW7 activator: human FBW7 E3 ligase activation, primary screen | normalized activity (activation), % at 26.1 µM | 0.13% of 650,000 active | Q969H0 | AlphaScreen FBW7–phospho-cyclin E peptide binding, activator screen; in the data active = normalized activity above about 1.9%;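 also: purified mutant Fbw7 with reduced substrate affinity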
Target sequence (Q969H0 whole entry, looked up): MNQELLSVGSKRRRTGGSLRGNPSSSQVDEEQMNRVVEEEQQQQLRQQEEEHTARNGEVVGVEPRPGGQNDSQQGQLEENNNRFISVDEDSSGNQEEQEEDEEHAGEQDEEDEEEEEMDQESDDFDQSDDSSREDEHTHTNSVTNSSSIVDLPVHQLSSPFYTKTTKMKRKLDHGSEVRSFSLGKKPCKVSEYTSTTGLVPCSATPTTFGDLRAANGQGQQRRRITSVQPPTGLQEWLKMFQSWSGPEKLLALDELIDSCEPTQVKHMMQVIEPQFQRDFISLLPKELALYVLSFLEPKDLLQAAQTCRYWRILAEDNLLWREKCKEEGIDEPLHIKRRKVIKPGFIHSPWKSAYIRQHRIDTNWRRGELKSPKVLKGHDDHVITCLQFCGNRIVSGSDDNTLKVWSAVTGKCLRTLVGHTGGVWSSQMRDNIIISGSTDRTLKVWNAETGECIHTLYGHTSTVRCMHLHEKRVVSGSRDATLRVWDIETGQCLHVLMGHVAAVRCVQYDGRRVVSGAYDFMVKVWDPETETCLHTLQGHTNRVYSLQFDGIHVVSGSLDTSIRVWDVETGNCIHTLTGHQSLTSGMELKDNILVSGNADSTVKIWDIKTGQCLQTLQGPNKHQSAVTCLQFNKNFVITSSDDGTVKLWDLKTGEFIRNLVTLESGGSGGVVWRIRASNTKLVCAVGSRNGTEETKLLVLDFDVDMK
GPR151 activ: activates the human receptor GPR151 | Q8TDV0 | PathHunter beta-arrestin GPR151 cells, luminescence | activation, % at 11.2 µM | 1% of 650,000 active; in the data active = activation above about 4.9%;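 also: 0% = median of compound wells and 100% = cells with positive control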
MITF inh: human MITF inhibition, primary screen; AlphaScreen MITF homodimerization, bead proximity signal; inhibition, % at 2.6 µM; 0.91% of 650,000 active; in the data active = inhibition above about 50%;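 also: 0% = vehicle wells with protein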
TEAD-YAP inh: TEAD-YAP interaction inhibition. AID 1259422. inhibition, % at 9.12 µM. 1.4% of 640,000 active. HEK-TIYL cells, TEAD-Gal4/YAP UAS-luciferase luminescence; in the data active = inhibition above about 32%;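 also: 0% = median of test compound wells and 100% = reference inhibitor wells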
The depositor's hits bear a star.

SMILES	FBW7 activator	GPR151 activ	MITF inh	TEAD-YAP inh
COc1cccc(CN2CCN(c3nc4nonc4nc3NC3CC3)CC2)c1	0.1	3.2	0	7
CCC(C)(C)Nc1c(-c2ccc(Cl)cc2)c(=O)c1=O	0.4	1.7	9	18
Cc1ccc(Cc2c(C)nc3nc(SCC(=O)Nc4ccc(C)c(C)c4)nn3c2C)cc1	-0.6	0.9	-3	13
COc1ccc(C(=O)Nc2ccc3oc(-c4ccccc4F)nc3c2)cc1OC	-0.1	-0.3	0	-11
COc1ccc(CCNC(=O)CCn2c(SCc3ccc(F)cc3Cl)nc3ccccc3c2=O)cc1OC	0.0	1.0	4	4
CCOC(=O)c1c(NC(=O)c2ccccc2OC)sc(C(=O)Nc2ccccc2F)c1C	-0.1	0.6	-2	8
COc1ccc(C2CC(=O)C3=C(C2)Nc2ccccc2NC3c2cccc(OCc3ccccc3)c2)cc1OC (stereo unspecified)	0.6	-0.4	11	5
COCC1CCCN(C2CCN(c3nc(C)c4ccc(OC)cc4n3)CC2)C1 (stereo unspecified)	0.2	-1.5	3	6
CC1CCN(C(=O)c2ccc3nc(N4C(=O)CCC4=O)sc3c2)CC1	1.9*	-0.1	17	-10
COc1ccc(CN2CCN(S(C)(=O)=O)CC2)cc1Br	0.0	-0.3	70*	10
CON(C)C(=O)N1CCc2c(F)c(F)c(F)c(F)c21	-0.2	-1.0	-2	1
O=C(CN1C(=O)COc2ccc(S(=O)(=O)N3CCOCC3)cc21)NC1CCCC1	-0.2	0.8	-19	2
Cc1cccc(CC(=O)N2CCC[C@@H]2Cn2nc(-c3cccs3)ccc2=O)c1	-0.1	1.9	4	-7
CCc1ccc(-n2c(SCC(=O)NCC3CCCO3)nc3n[nH]c(C)c3c2=N)cc1 (stereo unspecified)	-0.2	-1.2	2	8
O=C(CNCc1ccc(Cl)cc1)Nc1ccccc1N1CCOCC1	-0.1	-0.3	61*	-1
CCOc1ccc(N(CC(=O)Nc2ccccc2)S(C)(=O)=O)cc1	0.8	-0.6	5	-6
Cc1ccc(F)cc1NC(=O)c1ccc(Cl)s1	-0.1	-1.8	2	-1
O=C(O)CNS(=O)(=O)c1cccc2nsnc12	0.0	1.4	9	13
O=C(Nc1ccc(Cl)cc1)OCc1ccco1	0.0	1.2	10	-14
CCC(=O)N/N=C/c1ccc(-c2ccc([N+](=O)[O-])cc2)o1	-0.1	0.7	-3	1

Compound profiles, as listed above. Order of values: FBW7 activator | GPR151 activ | MITF inh | TEAD-YAP inh
`O=C(O)CNS(=O)(=O)c1cccc2nsnc12` in the list: 0.0 | 1.4 | 9 | 13
`CCc1ccc(-n2c(SCC(=O)NCC3CCCO3)nc3n[nH]c(C)c3c2=N)cc1` (stereo unspecified) in the list: -0.2 | -1.2 | 2 | 8
`Cc1cccc(CC(=O)N2CCC[C@@H]2Cn2nc(-c3cccs3)ccc2=O)c1` in the list: -0.1 | 1.9 | 4 | -7

Carrying on:
SMILES	FBW7 activator	GPR151 activ	MITF inh	TEAD-YAP inh
CC1(C)CC(=NNC(=O)c2cc(Cl)ccc2O)CC(C)(C)N1	-0.2	-2.1	4	-7
Cc1ccc(C)c(NS(=O)(=O)c2cc(C(=O)O)ccc2Cl)c1	0.1	-0.3	15	-3
CSc1nc2ccc3nc(NC(=O)c4ccccc4Oc4ccccc4)sc3c2s1	0.0	0.9	-7	6
Brc1ccc(-c2ncnn2-c2ccc(Br)nc2)cc1	-0.1	0.1	5	-5
C=CCOc1ccc(/C=c2\sc3n(c2=O)C(c2ccccc2)C(C(=O)OCC)=C(C)N=3)cc1OC (stereo unspecified)	-0.1	3.3	1	5
Cn1c(=O)c2c(NC(=O)c3cccc(F)c3)ccnc2n(C)c1=O	0.1	-0.2	-2	-2
Cc1cc(N2CCCCC2)n2c(nc3ccccc32)c1C#N	0.1	1.3	10	18
CS(=O)(=O)c1ccc2nc(NC(=O)/C=C/c3cccs3)sc2c1	0.0	2.8	8	16
CC(C)NC(=O)C(=O)NCc1cccnc1	-0.2	1.0	3	6
O=C(NC(=S)Nc1nc(-c2ccccc2)cs1)c1cccc(Cl)c1	0.1	1.6	-2	3

Given with values under each structure: entries from further up
Fields: FBW7 activator	GPR151 activ	MITF inh	TEAD-YAP inh
CC1(C)CC(=NNC(=O)c2cc(Cl)ccc2O)CC(C)(C)N1
  -0.2	-2.1	4	-7
Brc1ccc(-c2ncnn2-c2ccc(Br)nc2)cc1
  -0.1	0.1	5	-5
O=C(NC(=S)Nc1nc(-c2ccccc2)cs1)c1cccc(Cl)c1
  0.1	1.6	-2	3
CC(C)NC(=O)C(=O)NCc1cccnc1
  -0.2	1.0	3	6
C=CCOc1ccc(/C=c2\sc3n(c2=O)C(c2ccccc2)C(C(=O)OCC)=C(C)N=3)cc1OC (stereo unspecified)
  -0.1	3.3	1	5

Three consecutive compounds from above, quoted:
SMILES	FBW7 activator	GPR151 activ	MITF inh	TEAD-YAP inh
CS(=O)(=O)c1ccc2nc(NC(=O)/C=C/c3cccs3)sc2c1	0.0	2.8	8	16
CC(C)NC(=O)C(=O)NCc1cccnc1	-0.2	1.0	3	6
O=C(NC(=S)Nc1nc(-c2ccccc2)cs1)c1cccc(Cl)c1	0.1	1.6	-2	3

(next part)
SMILES	FBW7 activator	GPR151 activ	MITF inh	TEAD-YAP inh
CCCCN(C)C(=O)CCNC(=O)Cn1cnc2ccccc2c1=O	0.1	-0.6	11	5
Cc1cccc(NC(=O)COc2ccc(S(=O)(=O)Nc3ccccc3)cc2)c1C	-0.1	0.6	-2	-11
CCOC(=O)c1c(NC(=O)C2CCCCC2)sc(C(=O)Nc2cc(C)ccc2C)c1C	-0.1	0.2	-6	5
O=C1NC(=O)C(C(c2ccccc2O)C2C(=O)NC(=O)NC2=O)C(=O)N1	-1.6	-0.3	7	4
CNC(=O)c1c(NC(=O)c2cc(C)ccc2C)sc(C)c1C	0.1	-1.3	7	14
CN(CCCNC(=O)c1ccco1)CCCNC(=O)c1ccco1	0.1	-1.4	7	11
COc1ccc(OC)c(-c2csc(N)n2)c1	-0.2	2.7	11	-7
COc1ccc(NC(=O)CSc2nncc(=O)n2N)cc1OC	-0.4	-1.5	-5	12
COc1ccc(Cl)cc1NC(=O)/C(=C/c1cccc([N+](=O)[O-])c1)NC(=O)c1cccc(Cl)c1	0.1	-0.5	-10	1
CCc1ccc(N(CC(=O)NCCSC2CCCCC2)S(C)(=O)=O)cc1	-0.1	-1.8	-4	-5
Cc1ccc(C)c(S(=O)(=O)Oc2ccccc2C(=O)OCC(=O)Nc2cc(C)on2)c1	0.0	-0.4	2	39*
COc1ccc(NC(=O)CN(C)S(=O)(=O)c2cnc[nH]2)cc1Cl	0.2	0.3	-1	0
CNc1ccc(S(=O)(=O)NCC(=O)OCC(=O)NCC(F)(F)F)cc1[N+](=O)[O-]	-0.1	-1.4	-18	-3
Cc1nc2sccn2c1C(=O)c1ccccc1	-0.1	-0.3	-4	-22
Cc1ccc(-n2nc3c(c2NC(=O)c2c(F)cccc2Cl)CSC3)c(C)c1	-0.1	0.8	-5	8
CCOc1ccccc1N1C(=O)c2ccc(S(=O)(=O)c3ccc4c(c3)C(=O)N(c3ccccc3OCC)C4=O)cc2C1=O	0.0	-0.4	-14	-9
CCCCOc1ccc(C(C)(N)CC(=O)O)cc1 (stereo unspecified)	0.1	0.1	-9	4
Cc1cccc(NS(=O)(=O)c2ccc([N+](=O)[O-])cc2)n1	0.8	-0.6	8	2
COc1ccc(S(=O)(=O)N(C)S(=O)(=O)c2ccc3ccccc3c2)cc1	-0.2	-1.0	0	8
CCOc1ccccc1C(=O)N1CCc2cc(OC)c(OC)cc2C1COc1ccc(OC)cc1 (stereo unspecified)	0.0	-1.3	11	-21
Cc1ccc(S(=O)(=O)/N=C(\Nc2ccccn2)c2ccccc2)cc1	0.1	-0.7	7	-2
COc1ccc(OC)c(-n2c(SCC(=O)Nc3ccccc3C(F)(F)F)nc3c(c2=O)SCC3)c1	0.2	0.1	-1	6
Cc1cccc(Cc2c(C)nc3c(C(=O)NC4CC4)cnn3c2C)c1	0.0	-0.5	-2	21
CC(C)COC1C(=O)CCCC1CC(=O)O (stereo unspecified)	0.2	-1.5	16	4
COc1ccc(CCn2c(SCC(=O)NCC3CCCO3)nc3ccsc3c2=O)cc1OC (stereo unspecified)	0.8	-1.2	18	-3
C=CCOc1nc2c(c(=O)n(C)c(=O)n2C)n1Cc1cccc(Cl)c1	0.0	0.7	8	6
CC1CCCCC12NC(=S)N(c1ccccc1)N2 (stereo unspecified)	0.6	2.6	-1	5
Cc1ncc2c(c1CNC(=O)C1CCCO1)CCN(C/C=C/c1ccccc1)C2 (stereo unspecified)	-0.3	1.1	12	-1
COc1ccc(S(=O)(=O)N(C)C)cc1N	-0.2	-0.8	-4	-3
COc1ccc(C2NC(=O)NC(C)=C2C(=O)OC2CCC(C)CC2)cc1 (stereo unspecified)	-0.1	1.4	-3	-4
CCOC(=O)c1c(C=O)c2sc(C)cc2n1CC(=O)N1CCOCC1	0.1	0.1	4	3
CC(=O)Nc1ccc(NC(=O)c2oc3ccc4c(c3c2C)C(=O)CC(C)(C)O4)cc1	0.4	-0.4	4	-12
CCN(CC)CCNc1nc(=S)[nH]c2ccccc12	0.3	-1.8	10	9
CCOC(=O)N1CCN(C(=O)CCCn2c(=S)[nH]c3ccc(Br)cc3c2=O)CC1	0.0	-0.9	3	-9
CCOc1cc2c3c(c1)/C(=C1/C(=O)N(c4ccccc4)N=C1C)C(=O)N3C(C)(C)C=C2C	-1.0	1.2	-4	-3
Cc1cnc(C(=O)OCc2ccc(Br)cc2)cn1	-0.3	0.7	5	-1
O=c1c2ccccc2sn1-c1ncc([N+](=O)[O-])s1	-0.1	0.3	13	-10
Cc1cc(OCC(O)CNC(C)C)ccc1C(C)C (stereo unspecified)	0.0	-0.2	-16	51*
Cc1c(O)ccc(C(=O)Cc2ccccc2Cl)c1O	0.1	-0.5	-5	-6
O=C(Nc1cccnc1)c1cc(-c2ccccc2Cl)nc2ccccc12	0.2	0.7	9	0

A few values from above.
In FBW7 activator, CCOC(=O)c1c(C=O)c2sc(C)cc2n1CC(=O)N1CCOCC1 reads 0.1
In GPR151 activ, O=c1c2ccccc2sn1-c1ncc([N+](=O)[O-])s1 reads 0.3
In TEAD-YAP inh, CCOC(=O)N1CCN(C(=O)CCCn2c(=S)[nH]c3ccc(Br)cc3c2=O)CC1 reads -9
In TEAD-YAP inh, Cc1cc(OCC(O)CNC(C)C)ccc1C(C)C (stereo unspecified) reads 51*

Later entries.
SMILES	FBW7 activator	GPR151 activ	MITF inh	TEAD-YAP inh
Cc1cccc(N2C(=O)c3cccc4c(N5CCNCC5)ccc(c34)C2=O)c1	0.8	0.5	2	2
COc1ccc(OC)c(-n2c(=S)[nH]c3cc(C(=O)NC4CCCCC4)ccc3c2=O)c1	0.0	-0.1	15	9
CC(C)Cc1nc2sc3c(NCCCO)ncnc3c2c2c1COC(C)(C)C2	0.1	-0.1	3	-39
Clc1ccccc1-c1nc(-c2ccncc2)ncc1-c1ccncn1	0.0	-0.6	2	-4
Cc1ccccc1NC(=O)CN1C(=O)C2(SCC(=O)N2c2cccc(Cl)c2)c2ccccc21 (stereo unspecified)	-0.1	-1.1	-5	-14
COc1cc(OC)cc(C(=O)Nc2ccc(-c3nc4cc(C(C)C)ccc4o3)cc2)c1	0.2	-1.9	2	13
CC(=O)Nc1nc(C(=O)Nc2nc3c(s2)C(=O)CCC3)cs1	-0.1	-1.4	14	-2
Cc1oc2cc(OCC(=O)O)ccc2c(=O)c1-c1ccc(Br)cc1	-0.1	0.7	-3	-2
COc1ccc(S(=O)(=O)NCCSC(C)(C)C)cc1	0.4	-1.6	15	4
CC1=C(C(=O)OCc2ccc3c(c2)OCO3)C(c2cccc3ccccc23)NC(=O)N1 (stereo unspecified)	0.4	-1.4	4	-2
